# Hsp70 displacement – small molecules displacing fluorescent ligand from Hsp70 – biochemical, fluorescence polarization, primary screen (AID 583); 140,000 tested, 0.06% active; Hsp70 fluorescence polarization probe displacement, mP; higher % means a stronger effect; displacement, % at 20 µM, or IC50 in µM where a hit was titrated; in the data active = displacement above about 50%;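 note: plate controls were vehicle for no effect and reference ligand for full effect; a part of the inactive calls stands beside numbers as strong as those of hits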
# Rat MKP-3 inhibitors – MKP-3 phosphatase inhibitors, primary screen, biochemical, rat enzyme, in vitro (AID 425) | recombinant MKP-3 phosphatase activity, fluorescence; higher % means a stronger effect | 110,000 tested, 0.17% active | inhibition, % at 20 µM, or IC50 in µM where a hit was titrated; in the data active = inhibition above about 50%;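 note: plate controls were vehicle for no effect and reference inhibitor for full effect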
# * = called active by the depositor; nt = not tested or not shown; & = joins results of further samples. The list is partial (hit frequency here may not be typical).
SMILES,Hsp70 displacement,Rat MKP-3 inhibitors
CCOCCCNC(=O)C(c1ccc(Cl)cc1)N1CCN(C(=O)c2ccco2)CC1 (stereo not drawn),4.9%,9%
CCOC(=O)CC1C(=O)NCCN1C(=O)Nc1ccccc1 (stereo not drawn),-4.5%,-10%
COc1c(Cl)cc(-c2noc(C)c2C(=O)NC(C)C)cc1Cl,5.2%,-10%
CCCCNC(=S)NCCN1CCCCC1,8.0%,nt
COc1ccc(CC(=O)Nc2cccc(NC(=O)Cc3ccc(OC)cc3)c2)cc1,-0.2%,0%
COCCCNS(=O)(=O)c1ccc(OC)cc1,-0.3%,3%
CC1(C)C(O)=C(c2nc3ccccc3[nH]2)C(=N)N1c1ccccc1,-3.1%,nt
N#Cc1c(N)nc2c(c1-c1ccncc1)CCCC2,3.4%,2%
c1ccc(N2CCN(C3CCSC3)CC2)cc1 (stereo not drawn),-4.0%,-8%
Oc1ccc(C(=S)N2CCOCC2)cc1,-0.9%,2%
CC1=NN(c2ccc(S(N)(=O)=O)cc2)C(=O)/C1=C\c1ccc(C)cc1,2.7%,6%
CC(=O)c1cn(CC(=O)NCc2cccnc2)c2ccccc12,2.7%,-14%

# An excerpt of these results, with values under each structure:
# Each structure is followed by: Hsp70 displacement, Rat MKP-3 inhibitors
> COCCCNS(=O)(=O)c1ccc(OC)cc1
  -0.3%, 3%
> CC1(C)C(O)=C(c2nc3ccccc3[nH]2)C(=N)N1c1ccccc1
  -3.1%, nt
> N#Cc1c(N)nc2c(c1-c1ccncc1)CCCC2
  3.4%, 2%
> c1ccc(N2CCN(C3CCSC3)CC2)cc1 (stereo not drawn)
  -4.0%, -8%
> Oc1ccc(C(=S)N2CCOCC2)cc1
  -0.9%, 2%
> CC1=NN(c2ccc(S(N)(=O)=O)cc2)C(=O)/C1=C\c1ccc(C)cc1
  2.7%, 6%
> CC(=O)c1cn(CC(=O)NCc2cccnc2)c2ccccc12
  2.7%, -14%

# Returning to the listing, repeating the 4 entries before the break.
SMILES,Hsp70 displacement,Rat MKP-3 inhibitors
c1ccc(N2CCN(C3CCSC3)CC2)cc1 (stereo not drawn),-4.0%,-8%
Oc1ccc(C(=S)N2CCOCC2)cc1,-0.9%,2%
CC1=NN(c2ccc(S(N)(=O)=O)cc2)C(=O)/C1=C\c1ccc(C)cc1,2.7%,6%
CC(=O)c1cn(CC(=O)NCc2cccnc2)c2ccccc12,2.7%,-14%
CC(=O)c1ccc(OCC(O)CN2CCOCC2)cc1 (stereo not drawn),3.1%,-11%
O=C(O)CCN1C(=O)C2CCCCC2C1=O (stereo not drawn),0.3%,nt
COC(=O)c1c(NC(=O)CCCC(=O)O)sc2c1CCC(C)C2 (stereo not drawn),5.0%,3%
O=C(NN1C(=O)C2C(C1=O)C1C=CC2C12CC2)c1ccncc1 (stereo not drawn),-2.2%,0%
COc1ccc(/C=C2/SC(=S)N(c3cccc(C(F)(F)F)c3)C2=O)cc1,-3.2%,-2%
CC(C)c1ccc(/C=N/n2cnnc2)cc1,-4.1%,1%
CCOc1ccc(N(CC(=O)O)S(=O)(=O)c2ccc(OC)c(OC)c2)cc1,-4.8%,-11%
C=CCn1c(Cc2ccc(OC(C)C)c(Cl)c2)nnc1SCC(N)=O,-2.4%,-3%
CCCN(CCC)CC(O)CN(c1ccccc1)S(=O)(=O)c1ccc(C)cc1 (stereo not drawn),3.5%,nt
COc1ccc(C(=O)Nc2ccc(I)cc2Cl)cc1OC,-0.5%,3%
N#Cc1ccccc1OCC(=O)N/N=C/C=C/c1ccc([N+](=O)[O-])cc1,3.8%,1%
COc1ccc(OC)c(C2=NOC(C(=O)NCCN3CCOCC3)C2)c1 (stereo not drawn),-2.7%,1%

# 2 entries from above, bar-delimited:
smiles | Hsp70 displacement | Rat MKP-3 inhibitors
O=C(NN1C(=O)C2C(C1=O)C1C=CC2C12CC2)c1ccncc1 (stereo not drawn) | -2.2% | 0%
COc1ccc(/C=C2/SC(=S)N(c3cccc(C(F)(F)F)c3)C2=O)cc1 | -3.2% | -2%

# (more compounds)
SMILES,Hsp70 displacement,Rat MKP-3 inhibitors
CN(c1ccccc1C(=O)N1CCc2ccccc2C1)S(C)(=O)=O,-1.3%,-5%
c1ccc(-c2onc3ccc4c5ccccc5oc4c23)cc1,-3.1%,1%
Cc1ccc(Cl)cc1N1CCN(C(=O)c2ccc(CN3CCOCC3)cc2)CC1,5.2%,0%
Cc1cccc(N2C(=O)/C(=C/C=C/c3ccccc3)SC2=S)c1C,2.8%,3%
COc1ccccc1NC(=O)N1CCCC1C(=O)NCc1ccccc1 (stereo not drawn),0.6%,-7%
CCOc1ccccc1NC(=O)c1cc([N+](=O)[O-])ccc1N1CCN(C)CC1,0.5%,2%
COC(=O)c1ccc(N2CCN(C)CC2)c(NC(=O)c2cc3ccccc3o2)c1,-8.4%,-6%
O=C(Nc1ccncc1)c1ccccc1Oc1ccccc1,-5.7%,2%
O=C(NCc1ccccc1)C1CCCN(C(=O)Nc2ccccc2)C1 (stereo not drawn),0.8%,-14%
OC(COc1c(Br)cc(Br)cc1Br)CN1CCOCC1 (stereo not drawn),-7.2%,-4%
CCOC(=O)c1c(C)n(C)c2cc(OCCN(CC)CC)ccc12,1.4%,-5%
Cc1cc(C(F)F)n2nc(C(=O)Nc3ccc(S(=O)(=O)NC45CC6CC(CC(C6)C4)C5)cc3)nc2n1,1.2%,nt
CCC(C)(C)n1nnnc1C(c1cc2cccc(C)c2[nH]c1=O)N1CCCC1 (stereo not drawn),-4.9%,0%
Cc1cccc(N2CCN(C(=S)c3ccc(N(C)C)cc3)CC2)c1,7.1%,-2%
CCCCCSc1nc2c(c(=O)[nH]c(=O)n2C)n1CCc1ccccc1,4.7%,-10%
COC(=O)COc1nc(C)c2c(c1C#N)CC(C)(C)OC2,-5.5%,-13%
COc1ccc(S(=O)(=O)Oc2ccc3ccccc3c2)cc1,-1.7%,-4%
Cc1cc(C)cc(N2C(=O)NC(=O)/C(=C\c3ccc(N4CCOCC4)o3)C2=O)c1,-145%,0%
COc1cc(-c2nc(-c3ccccn3)no2)cc(OC)c1OC,-2.9%,-5%
CCOC(=O)C1CCCN(C2CC(=O)N(c3ccc(C)cc3)C2=O)C1 (stereo not drawn),5.2%&0.0%,-4%
CCn1ncc(C2=NOC(C(=O)Nc3cc(OC)c(Cl)cc3OC)C2)c1C (stereo not drawn),8.3%,6%
O=C(Nc1ncccn1)c1ccc([N+](=O)[O-])o1,1.7%,-1%
CCCC(CCC(=O)Nc1ccc(C(=O)OCC)cc1)C(=O)O (stereo not drawn),-3.4%,0%
CC(C)(C)c1ccc(C(=O)N/N=C/C2CC=CCC2)cc1 (stereo not drawn),-2.0%,-2%

# Entries listed so far containing an aryl thioether with sulfur outside any ring:
SMILES,Hsp70 displacement,Rat MKP-3 inhibitors
C=CCn1c(Cc2ccc(OC(C)C)c(Cl)c2)nnc1SCC(N)=O,-2.4%,-3%
CCCCCSc1nc2c(c(=O)[nH]c(=O)n2C)n1CCc1ccccc1,4.7%,-10%

# Other records
SMILES,Hsp70 displacement,Rat MKP-3 inhibitors
CCOC(=O)c1cnc(SCC(=O)Nc2nc(C)c(C)s2)nc1N,5.7%,-3%
COc1ccc(N2C(=O)/C(=C\c3cc(OC)ccc3O)SC2=S)cc1,-4.9%,-1%
N#CCC(=O)N/N=C/c1ccc(O)cc1O,6.7%,-1%
CN=c1scc(C)n1/N=C/c1ccc(O)c(O)c1O,14%,nt
CCOC(=O)C1=C(c2ccccc2)N=C2SCC(=O)N2C1c1ccccc1 (stereo not drawn),-2.3%,0%
O=C1CCCCC1C1(O)C(=O)Nc2ccc(Br)cc21 (stereo not drawn),-4.9%,2%
c1csc(CNc2ncnc3sccc23)c1,-0.3%,0%
CCN(CC)S(=O)(=O)c1cccc(C(=O)N2CC(O)CC2C(=O)OC)c1 (stereo not drawn),0.2%,nt
Cc1cc(SCCOc2ccc(Br)cc2)nc(N)n1,0.7%,nt
O=C1CC(c2ccc(F)c(Br)c2)c2ccc3ccccc3c2N1 (stereo not drawn),1.8%,3%
COC(=O)C1=C(O)/C(=C/c2ccc(O)cc2)N=C1C,7.5%,2%
O=C(Nc1nccs1)C1CC1(c1ccccc1)c1ccccc1 (stereo not drawn),6.5%,-2%
CC1CCCN(c2nc3c(c(=O)[nH]c(=O)n3C)n2CCCc2ccccc2)C1 (stereo not drawn),-0.8%,2%
CC(C)CC(=O)Nc1cc2nn(-c3ccccc3)nc2cc1Cl,0.6%,nt
Cc1noc(C)c1C(=O)Nc1ccccc1-c1ccccc1,1.9%,-2%
Fc1ccc(CN2CCN(c3ncccn3)CC2)cc1,-5.4%,nt
Cc1ccc2c(c1)CCCN2C(=O)c1ccncc1,0.1%,-4%
CCN(CC)S(=O)(=O)c1ccc2nc(CSc3nnnn3-c3ccc(O)cc3)[nH]c2c1,-0.8%,-19%
CCOC(=O)C1=C(CSc2nc(CC)c(C)cc2C#N)OC(N)=C(C#N)C1c1ccc(OC)cc1 (stereo not drawn),-8.8%,nt
COc1ccc(Cn2nnnc2C(c2cc3cccc(C)c3[nH]c2=O)N2CCOCC2)cc1 (stereo not drawn),-1.1%,-11%
O=C(Nc1ccccc1)c1ccc(S(=O)(=O)N2CCOCC2)cc1,-4.5%,nt
CCOC(=O)c1ccc(Oc2nc(OC)nc(N(C)C)n2)cc1,-4.2%,-2%
O=[N+]([O-])c1ccc(S(=O)(=O)Nc2cccc3ccccc23)cc1,2.9%,-1%
Cn1cnnc1SCC(=O)c1ccc(-c2ccccc2)cc1,-0.6%,-2%
C=CCn1c(SCC(=O)c2ccc(O)c(O)c2)nnc1-c1ccccc1OC,7.5%,-6%
COc1cccc(-c2csc(N3CCN(C(=O)NC45CC6CC(CC(C6)C4)C5)CC3)n2)c1,-6.4%,nt
Cc1onc(-c2ccccc2)c1-c1n[nH]c(=S)n1-c1ccc(C(=O)O)cc1,0.7%,nt
Cc1ccc(-n2c(SCn3nnc4ccccc4c3=O)nnc2-c2cccnc2)c(C)c1,-4.1%,4%
CC1(C)Cc2c(C#N)c(NC3CCCCC3)nc(-c3ccco3)c2CO1,1.8%,8%
CC(C)NC(=O)c1ccc2c(c1)nnn2C,-4.4%,3%
Cn1c(-c2ccccc2)cc(=O)c2ccccc21,11%,0%
CC1CCN(S(=O)(=O)c2ccc(NC(=O)CCN3C(=O)c4ccccc4C3=O)cc2)CC1,2.5%,nt
Cc1ccc(S(=O)(=O)N2CCN(C(=O)CSC3CCCC3)CC2)c(C)c1,3.0%,5%
C=CCn1c(SCc2ccccc2)nc2scc(-c3ccc(C)o3)c2c1=O,-3.5%,nt
N#Cc1cccc(-n2nnnc2-c2ccc3c(c2)OCO3)c1,1.2%,-4%
CSc1nncn1/N=C/c1ccc(Br)cc1,0.2%,4%
CCn1c(=NC(=O)c2ccc(S(=O)(=O)N3CCOCC3)cc2)sc2cccc(OC)c21,-4.6%,6%
O=C(/C=C/c1ccc(F)cc1)Nc1ccc(N2CCOCC2)cc1,-0.8%,0%
CCc1ccc(CN(C)CCc2ccccn2)cc1,7.6%,-6%
NC(=O)CSc1nc2ccccc2n1Cc1ccccc1,1.8%,0%
Brc1ccc2[nH]ncc2c1,5.8%,4%
O=C(CN1C(=O)c2ccccc2C1=O)Nc1cc(Cl)ccc1C(=O)O,0.9%,2%
CC(=O)c1cn(CC(=O)NCC2CCCO2)c2ccccc12 (stereo not drawn),2.2%,3%
CCOc1ccc(C(=O)N2CCN(c3cccc(Cl)c3)CC2)cc1,3.3%,-1%
COc1ccc(CCNC(=O)C2(C)CCC(=O)N2CCC(C)C)cc1OC (stereo not drawn),1.0%,-6%
CCc1c(O)nc(SCC(=O)Nc2ccc3c(c2)CCC3)[nH]c1=O,6.0%,-4%
CCOc1ccc(N(CCC#N)S(=O)(=O)c2ccc(OC)cc2)cc1,-1.3%,3%
CCOC(=O)/C=C/C(=O)Nc1nc(-c2ccc3ccccc3c2)cs1,-2.8%,3%
COc1ccc(NC(=S)NC(=O)c2ccc(Br)cc2)cc1,-2.5%,-2%
Cc1ccc(C)c(NC(=O)c2ccc(OCC(C)C)cc2)c1,2.2%,2%
O=c1c2[nH]c3ccccc3c2ncn1Cc1ccncc1,-5.3%,-6%
O=[N+]([O-])c1ccc(N2CCN(S(=O)(=O)c3ccccc3)CC2)c(F)c1,3.7%,5%
c1ccc(Oc2cccc(CN3CCOCC3)c2)cc1,-2.7%,-3%
Cc1ccc(SCC(=O)Nc2ncc(C)s2)cc1,-2.3%,nt
COc1cc(OC)cc(C(=O)N2CCN(C(=O)COc3ccc4ccccc4c3)CC2)c1,-3.5%&-4.3%,2%&4%
CCCCOC(=O)NCN1C(=O)C2C3C=CC(C3)C2C1=O (stereo not drawn),2.8%,-4%
CN=C1SC(CC(=O)Nc2cccc(Cl)c2Cl)C(=O)N1C (stereo not drawn),-4.2%,4%
COc1ccc(NC(=O)CSc2nccn2-c2ccccc2)cc1,nt,0%
COc1ccc2c(CC(=O)N3CCN(S(=O)(=O)c4cccs4)CC3)coc2c1,-5.3%,3%
CC(C)(C)c1n[nH]c(=S)n(N)c1=O,6.8%,-10%

# The listing continues:
SMILES,Hsp70 displacement,Rat MKP-3 inhibitors
CCC(CC)c1nc2cc(OC)c(OC)cc2c(=O)o1,-0.4%,-6%
CCOc1ccc(OCC)c(C(=O)O)c1,-1.1%,-1%
CCC(CC)=NNC(=O)C(=O)NC(C)C,2.2%,0%
CCCOc1ccc(N2C(=O)CC(NCc3ccncc3)C2=O)cc1 (stereo not drawn),3.0%,-2%
COc1ccc(C2Nc3ccc(C(=O)c4ccccc4)cc3NC3=C2C(=O)CCC3)c(OC)c1 (stereo not drawn),-2.6%,1%
N/C(=N/S(=O)(=O)c1ccc(Br)cc1)c1ccccc1,3.1%,0%
O=C(O)CNCC1COc2ccccc2O1 (stereo not drawn),1.7%,0%
O=C(CCNS(=O)(=O)c1cccs1)N1CCCCCC1,0.6%,-1%
Cc1ccc(CCN2CC(C(=O)NCc3cccnc3)CC2=O)cc1 (stereo not drawn),3.5%,-1%
CC(C(=O)N1c2ccc(F)cc2CCC1C)N1C(=O)c2ccccc2C1=O (stereo not drawn),-0.8%,-5%
